Rac1 mut GTP = modulators of GTP binding to human Rac1 activated mutant; GST-Rac1 activated beads, fluorescent GTP binding, flow cytometry; actives lie on both sides; 100% means binding = to untreated wells; percent activity (GTP binding), % at 10 µM; 190,000 tested, 0.11% active; AID 764;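 active means GTP binding at least 20 percentage points away from the 100% baseline, in either direction, so actives lie on both sides; inconclusive means Compound likely fluorescent itself, or too few beads counted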
Rac1 wt modul = alters GTP binding to wildtype human Rac1 | P63000 | GST-Rac1 beads, fluorescent GTP binding, flow cytometry; actives lie on both sides; 0 = cold GTP competed, 100 = untreated | GTP binding activity (% of control), % at 10 µM | 190,000 tested, 0.27% active | AID 757;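 active means GTP binding activity at least 20 points away from the 100% control level, either lower or higher; inconclusive means compound flagged as likely green fluorescent, judged across all proteins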
ABCG2 inh = inhibitors of human ABCG2 transporter, ABCB1 counter-screen. Q9UNQ0. IgMXP3 cells, JC-1 efflux, flow cytometry. inhibition, % at 6.6 µM. 190,000 tested, 0.1% active. AID 1325;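 active means inhibition above 80%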;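 further: 0% = DMSO and 100% = nicardipine control wells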
Target sequence (Q9UNQ0 whole entry, looked up): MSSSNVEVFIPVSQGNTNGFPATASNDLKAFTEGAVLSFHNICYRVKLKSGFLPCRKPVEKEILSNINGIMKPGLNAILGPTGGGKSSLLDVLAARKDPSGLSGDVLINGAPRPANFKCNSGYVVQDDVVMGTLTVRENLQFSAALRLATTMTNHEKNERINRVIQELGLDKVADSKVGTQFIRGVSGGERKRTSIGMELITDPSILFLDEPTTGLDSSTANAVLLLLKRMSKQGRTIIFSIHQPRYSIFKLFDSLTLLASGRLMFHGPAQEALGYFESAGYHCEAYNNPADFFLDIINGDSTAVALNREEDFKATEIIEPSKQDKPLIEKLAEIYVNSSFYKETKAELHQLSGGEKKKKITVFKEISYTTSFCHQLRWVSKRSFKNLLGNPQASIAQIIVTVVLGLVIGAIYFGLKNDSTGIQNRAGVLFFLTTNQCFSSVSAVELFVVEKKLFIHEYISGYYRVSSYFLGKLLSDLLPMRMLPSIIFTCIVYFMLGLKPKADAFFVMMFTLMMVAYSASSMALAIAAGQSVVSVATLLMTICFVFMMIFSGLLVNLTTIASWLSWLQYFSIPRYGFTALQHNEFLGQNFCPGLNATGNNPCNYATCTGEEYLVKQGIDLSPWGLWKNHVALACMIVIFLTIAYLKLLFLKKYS
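test system = two drug-resistant human cell lines, ABCG2 and ABCB1 | amount = 3 million cells/mL final, two lines in 1:1 ratio | reagent = JC-1 transporter substrate | doses = one concentration, 6.6 µM final | incubation = 10 min at 25 °C | signal = flow cytometric JC-1 green MFI at 530 nm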
GSH bead fluor = GSH bead compound fluorescence profile; fluorescence (KMESF) at 10 µM; AID 1776; GSH beads flow cytometry, compound fluorescence 488/530 nm; active compounds read high; 190,000 tested, 0.25% active; in the data active means fluorescence above about 89;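 further: glutathione beads carrying GST-tagged Bcl family fusion proteins plus one bare bead set; values are compound well signal with DMSO vehicle wells as background; inactives centre near 16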
Cdc42 wt = changes GTP binding to wildtype human Cdc42; P60953; 190,000 tested, 0.2% active; percent activity (GTP binding), % at 10 µM; GST-Cdc42 beads, Bodipy-GTP binding, flow cytometry; actives lie on both sides;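 active means percent activity GTP binding at least 20 points away from the 100% baseline, either down as inhibitor or up as activator; inconclusive means compound flagged as likely green fluorescent from well-wide comparison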;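 further: median bead fluorescence of bound Bodipy-FL-GTP at 100 nM; 0% = excess unlabeled GTP control and 100% = no compound control; below 100% means less GTP binding so inhibitor and above means activator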
Target sequence (P60953 whole entry, looked up): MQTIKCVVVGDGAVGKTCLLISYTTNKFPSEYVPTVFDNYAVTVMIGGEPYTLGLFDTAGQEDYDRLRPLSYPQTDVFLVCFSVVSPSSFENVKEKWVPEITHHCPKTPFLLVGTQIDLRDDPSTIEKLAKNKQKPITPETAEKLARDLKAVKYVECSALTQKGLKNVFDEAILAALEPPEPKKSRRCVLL
Rab7 wt GTP bind = alters GTP binding to wildtype dog Rab7; GST-Rab7 beads, fluorescent GTP binding, flow cytometry; actives lie on both sides; untreated = 100%, excess cold GTP = 0%; GTP binding activity (percent of control), % at 10 µM; 190,000 tested, 0.055% active; AID 758;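 active means fluorescent GTP binding to Rab7 beads changed by at least 20 points from the 100% baseline, either direction, mostly lower; inconclusive means compound itself probably fluorescent, or too few beads counted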;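 further: median green fluorescence of bound Bodipy-FL-GTP per Rab7 bead population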
Rab2 wt GTP = changes GTP binding to wildtype dog Rab2A, up or down | P61105 | GST-Rab2 wt beads, Bodipy-GTP binding, flow cytometry | AID 760 | GTP binding activity, % at 10 µM | 190,000 tested, 0.19% active;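 active means GTP binding activity at least 20 points away from 100%, either lowered or raised; inconclusive means signal likely due to the compound's own green fluorescence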;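 further: 0% = beads with excess unlabeled GTP and 100% = no-compound control corrected for plate trend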
Avidin bead fluor = compound fluoresces at 488/530 nm on avidin beads | compound fluorescence 488/530 nm, flow cytometry; active compounds read high | AID 1775 | fluorescence (KMESF) at 10 µM | 220,000 tested, 0.38% active; in the data active means fluorescence above about 47; further: inactives centre near 10
HRas wt GTP = human HRas wildtype GTP binding, change in either direction. GTP binding activity, % at 10 µM. P01112. 190,000 tested, 0.14% active. GST-Ras wt beads, Bodipy-FL-GTP binding, flow cytometry; actives lie on both sides;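 active means GTP binding activity at least 20% away from the 100% baseline, either lowered as inhibitor or raised as activator; inconclusive means flagged as likely green fluorescent, judged across all proteins in the well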;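 further: 0% = unlabeled GTP competition control and 100% = no-compound control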
Target sequence (P01112 whole entry, looked up): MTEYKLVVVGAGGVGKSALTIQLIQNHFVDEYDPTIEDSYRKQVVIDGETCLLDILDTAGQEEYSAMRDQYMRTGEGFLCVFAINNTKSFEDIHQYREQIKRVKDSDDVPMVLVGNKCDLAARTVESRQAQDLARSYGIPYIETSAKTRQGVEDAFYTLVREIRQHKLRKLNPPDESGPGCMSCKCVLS
ABCB1 block = blocks JC-1 efflux by human ABCB1 transporter. CCRF-Adr cells, flow cytometry. 190,000 tested, 0.067% active. inhibition, % at 6.6 µM. P08183; in the data active means inhibition above about 40%;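 further: 0% = vehicle and 100% = reference inhibitor; higher value means more JC-1 retained so stronger ABCB1 efflux block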
Pf gametocyte = inhibitors of late stage P. falciparum gametocyte viability; P. falciparum stage V gametocytes, ATP luminescence, 24 h; inhibition, % at 10.9 µM; 150,000 tested, 0.065% active;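 active means inhibition above the mean plus 3 SD of compounds within the control limits, set per campaign, cut at about 38% in these data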;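 further: 0% = DMSO wells and 100% = medium only without gametocytes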
Starred values were filed as active, the others as inactive; u = inconclusive; x = not tested or not shown. Hits appear at their usual frequency (roughly 1.1% active in at least one column).

SMILES	Avidin bead fluor	Cdc42 wt	HRas wt GTP	Rab2 wt GTP	ABCB1 block	ABCG2 inh	Rac1 wt modul	GSH bead fluor	Rac1 mut GTP	Pf gametocyte	Rab7 wt GTP bind
COc1cccc(C(=O)n2c(SC)nc3cc4c(cc32)OCCO4)c1	10	96	97	97	4.3	36	98	10	96	x	94
Cc1cc2c3c(c1C)C(=O)C(=O)N3C(C)(C)CC2C (stereo not given)	11	95	97	97	0.1	4	95	11	93	-14	99
CCCSc1nc2c(c(=O)[nH]c(=O)n2C)n1C	6	104	103	101	0.0	2	109	5	103	x	103
Cc1noc(C)c1S(=O)(=O)N1CCC(C(=O)NCCC2=CCCCC2)CC1	8	104	103	102	1.0	17	101	21	97	x	101
CN(C)CCCNCC(=O)Nc1ccccc1N1CCOCC1	34	103	99	101	0.5	5	104	27	98	x	99
CCOc1ccc(CN2CCC(=O)NC2=O)cc1	14	107	102	105	-1.6	-1	103	29	100	12	100
Cc1[nH]nc2c1C(Cc1ccccc1)C(C#N)=C(N)O2 (stereo not given)	9	96	99	98	0.1	0	106	56	93	x	102
CCCCN(CC)S(=O)(=O)c1ccc(C(=O)Nc2nnc(-c3ccccc3Cl)o2)cc1	6	95	98	97	-0.1	-1	101	62	95	x	99
c1coc(Cn2nnnc2CN2CCN(C3CCCCC3)CC2)c1	26	103	103	101	0.0	0	105	14	100	x	105
O=C(NCCN1C(=O)S/C(=C\c2ccc(F)cc2)C1=O)c1cccc(S(=O)(=O)N2CCOCC2)c1	13	99	101	101	2.0	1	102	9	103	-4	98
FC(F)(F)c1nc(-c2cccnc2)ncc1-c1nnnn1-c1ccccc1	17	101	102	99	0.4	1	100	3	98	x	100
CCc1nnc(SCC(=O)N2CCCc3ccccc32)nc1CC	5	100	99	101	0.5	3	101	32	97	0	102
COc1c(Cl)cc(-c2noc(C)c2C(=O)NCc2ccccc2)cc1Cl	6	101	101	99	3.0	6	103	26	100	x	98
COc1ccc(C(=O)Oc2ccc(/C=N/NC(=O)Cc3ccc([N+](=O)[O-])cc3)cc2)cc1	8	102	100	100	0.0	4	106	11	97	x	97
CCOc1ccc2[nH]c(C)cc(=O)c2c1	7	96	99	98	-2.3	-6	100	16	99	x	96
Cc1cc(=O)oc2cc(OCC(=O)Nc3nnc(C(C)C)s3)ccc12	5	101	100	97	0.0	0	103	25	100	-10	98
CCOC(=O)c1[nH]c2cc(OC)c(OC)cc2c1NC(=O)c1nonc1C	11	101	101	101	0.3	2	102	16	100	1	101
CCOC(=O)/C(=C\c1cn(C)c2ccccc12)[N+](=O)[O-]	12	94	96	97	-0.7	-4	99	13	95	-2	98
O=C(CN(Cc1cccs1)C(=O)CNS(=O)(=O)c1ccc(F)cc1)NCC1CCCO1 (stereo not given)	10	97	97	96	0.5	4	101	11	98	4	98
CCOc1cc(NC(=O)C2CC2)c(OCC)cc1NC(=O)c1ccccn1	18	98	97	96	1.1	8	98	11	96	-38	97
Cc1ccccc1S(=O)(=O)Nc1nc2ccccc2nc1Cl	19	92	97	96	0.3	0	95	11	92	-13	100
COc1ccc(NC(=O)C(Sc2nnc3ccccn23)c2ccccc2)cc1Cl (stereo not given)	19	102	100	97	0.4	7	101	16	100	28	102
Cc1c(C(=O)NC(C)CN2CCCCC2)oc2ccccc12 (stereo not given)	12	100	98	100	-0.7	-1	101	29	98	24	99
COC(=O)c1c(C)[nH]c(C)c1-c1ccccc1	9	104	103	103	0.6	7	106	11	100	x	105
COc1ccc(OC)c(NC(=O)C2CCC(CNc3c(N4CCC(C)CC4)c(=O)c3=O)CC2)c1 (stereo not given)	4	94	94	92	0.1	3	93	15	96	x	92
COCCn1nnnc1C(c1ccc(OC)cc1OC)N1CCN(c2ccccc2F)CC1 (stereo not given)	16	99	99	99	1.1	3	105	16	100	9	95
CCCCOCCCNC(=O)N[C@H](C(=O)OC)C(C)C	7	99	96	97	-2.2	-3	101	39	97	x	100
COc1ccc(-c2nnc(SCC(=O)c3[nH]c(C)c(C(C)=O)c3C)o2)cc1	17	97	97	94	0.6	0	99	9	96	x	95
CC(c1ccccc1)C1CC(=O)N(C2CCCCC2)C1=O (stereo not given)	4	98	99	99	0.1	0	101	51	98	-57	101
Cc1cccc(C)c1OCCCN1CCCC1	6	101	103	102	0.6	7	110	16	101	x	106
COc1ccc(O)c(/C=C(\C#N)C(=O)Nc2cccnc2)c1	12	94	96	97	0.7	41	96	11	87	16	92
Oc1c(Br)cc(Cl)cc1C=Nc1ccccc1Br	14	90	96	93	-0.5	-2	94	10	98	10	93
COC(=O)C1Sc2[nH]c(=O)sc2C(c2ccc(Cl)cc2)C1C(=O)OC (stereo not given)	7	99	101	102	-0.1	-1	106	27	99	x	102
COc1cc(C2C(C#N)=C(N)OC3=C2C(=O)CC(C)(C)C3)ccc1OC(=O)N1CCOCC1 (stereo not given)	8	101	100	99	0.3	1	101	34	97	-8	100
CCOC(=O)N1CCN(C(=O)CN(c2ccccc2OC)S(=O)(=O)c2ccc(C)cc2)CC1	11	102	100	98	3.3	4	104	24	99	x	103
Cc1ccc(NCc2nnc(SC(C)C(=O)N/N=C/c3ccc(C)o3)n2-c2ccccc2)cc1 (stereo not given)	6	u	u	u	0.0	0	u	26	u	21	u
O=c1c2c(nc3n1CCCCC3)sc1c(O)c(Br)ccc12	6	99	102	100	0.2	10	105	34	97	x	98
Cc1nn(Cc2ccc([N+](=O)[O-])cc2)c(=O)n1-c1cccc(F)c1	28	100	99	98	0.7	9	95	16	97	-15	100
CC(=O)Nc1ccc(OCC(O)CN2CCCCC2C)cc1 (stereo not given)	1	97	101	98	-0.1	0	101	6	99	-1	99
COc1ccc(-c2nnc(SCC(=O)N/N=C/c3ccccc3C(=O)O)n2-c2ccccc2)cc1	19	89	93	91	-0.8	-4	90	12	90	-4	101
COc1ccc(Cl)cc1NC(=O)Nc1ccccc1C(N)=O	21	94	90	91	-0.4	1	83	6	93	-7	90
CSc1ccccc1NC(=O)c1c(C)noc1C	15	105	101	99	0.5	3	104	29	98	13	100
CC1CCN(CCC(=O)Nc2ccc3c(c2)CCC3)CC1	22	99	101	96	1.7	5	103	13	96	x	100
O=C(CCCN1C(=O)c2cccnc2C1=O)Nc1ccc(Br)cc1	10	95	95	95	1.3	11	94	17	95	-10	93
O=C(c1ccc(Cl)c(S(=O)(=O)N2CCCCCC2)c1)N1CCN(c2ccccc2O)CC1	13	96	98	97	0.9	1	97	76	94	-3	101
COC(=O)C1=C(C)NC(=O)C1(Nc1ccc(Cl)cn1)C(F)(F)F (stereo not given)	13	96	98	99	-2.5	-3	95	28	95	x	96
COC(=O)C1=C(C)NC(C)=C(C(=O)OC)C1C(=O)OCC(=O)c1ccc(F)cc1	7	97	98	100	0.1	1	100	18	97	x	102
Cc1ccc(-n2cc(CNCCN3CCOC3=O)c(-c3ccc(F)cc3)n2)cc1	8	99	96	99	30	16	100	13	96	6	98
CCOc1cc(/C=C/C(=O)c2ccc(C)cc2)ccc1OCC(=O)N(C)C	2	98	95	96	0.6	-1	103	10	99	-21	97
CC(=O)N=Nc1[nH]c(N)c2ccccc12	10	100	99	101	1.2	7	101	26	95	7	106
O=C(NCCc1c[nH]c2ccccc12)C(F)(F)F	33	104	102	101	0.0	1	105	25	99	3	101
CCCC(c1nnnn1CC1CCCO1)N1CCN(c2nc3ccccc3s2)CC1 (stereo not given)	26	103	100	100	1.7	1	104	22	98	-1	97
O=C(NCc1cccs1)C12CC3CC(CC(C3)C1)C2	27	95	95	96	0.0	0	96	10	96	3	97
CCOc1ccc(Nc2nc(N3CCCCC3)nc(N3CCCCC3)n2)cc1	4	101	100	100	-2.9	-2	102	30	98	x	98
CC1CC(=O)N(CC(=O)N2CCCC2)c2ccccc2S1 (stereo not given)	10	107	100	102	0.5	2	108	12	101	x	100
COc1cc(C(C)=O)ccc1OC(=O)C(C)N1C(=O)c2ccccc2C1=O (stereo not given)	37	101	100	99	1.0	4	97	15	97	x	101
O=C(c1cnn2c(C(F)F)cc(C3CC3)nc12)N1CCOCC1	13	102	100	100	0.9	12	105	29	98	22	102
CCSC1=N/C(=C\c2ccccc2)C(=O)N1	16	101	103	102	0.1	7	104	16	98	-2	100
CCOC(=O)c1ccc(NC(=O)CSc2nnnn2C2CCCCC2)cc1	22	99	97	97	0.4	2	103	18	95	-13	97
CCN(CC)Cc1c(O)ccc2c([N+](=O)[O-])c(C)n(-c3ccc(OC)cc3)c12	23	96	99	100	0.1	2	105	17	96	-21	100

(further entries)
SMILES	Avidin bead fluor	Cdc42 wt	HRas wt GTP	Rab2 wt GTP	ABCB1 block	ABCG2 inh	Rac1 wt modul	GSH bead fluor	Rac1 mut GTP	Pf gametocyte	Rab7 wt GTP bind
Cc1ccc(S(=O)(=O)N(C)CC(=O)N2CCCc3ccccc32)cc1	8	101	98	100	1.4	13	101	35	100	17	99
NC(=S)N=Nc1c(O)n(CCCl)c2ccccc12	8	96	96	97	0.0	2	97	21	94	10	102
COCCNC(=O)NC(=O)COC(=O)C1(c2ccc(Cl)cc2)CC1	21	u	u	u	0.4	1	u	10	u	-18	u
Cc1cccc(CS(=O)(=O)c2nnc([C@H](Cc3ccccc3)NC(=O)OC(C)(C)C)o2)c1	15	102	101	99	1.1	2	107	10	101	x	99
Cc1nc(N2CCN(S(=O)(=O)c3ccc(F)cc3)CC2)c2c(-c3cccs3)csc2n1	25	91	93	91	2.7	5	96	9	94	-17	96
COCCn1c(SCc2nc3scc(-c4ccc(Cl)cc4)c3c(=O)[nH]2)nnc1-c1cccc(C)c1	12	u	u	u	1.9	20	u	11	u	-19	u
COc1cccc(C(=O)Nc2ccccc2)c1	10	103	103	102	0.1	1	107	16	101	8	102
CCN1CCCC1CN(Cc1cc2ccc(C)cc2[nH]c1=O)C(=S)Nc1ccccc1C(=O)OC (stereo not given)	15	99	98	98	0.6	1	100	14	97	-13	97

Screens as filed in PubChem BioAssay.
